PPARg SRC-2 ag: promotes SRC-2 coactivator recruitment by human PPARgamma. AID 1032. PPARgamma LBD-SRC-2 recruitment, biochemical. activation, % at 8 µM. actives 0.34% (n = 200,000); in the data active = activation above about 22%;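 also: 0% = vehicle and 100% = reference agonist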
Target sequence (P37231 whole entry, looked up, the tested form may be a part): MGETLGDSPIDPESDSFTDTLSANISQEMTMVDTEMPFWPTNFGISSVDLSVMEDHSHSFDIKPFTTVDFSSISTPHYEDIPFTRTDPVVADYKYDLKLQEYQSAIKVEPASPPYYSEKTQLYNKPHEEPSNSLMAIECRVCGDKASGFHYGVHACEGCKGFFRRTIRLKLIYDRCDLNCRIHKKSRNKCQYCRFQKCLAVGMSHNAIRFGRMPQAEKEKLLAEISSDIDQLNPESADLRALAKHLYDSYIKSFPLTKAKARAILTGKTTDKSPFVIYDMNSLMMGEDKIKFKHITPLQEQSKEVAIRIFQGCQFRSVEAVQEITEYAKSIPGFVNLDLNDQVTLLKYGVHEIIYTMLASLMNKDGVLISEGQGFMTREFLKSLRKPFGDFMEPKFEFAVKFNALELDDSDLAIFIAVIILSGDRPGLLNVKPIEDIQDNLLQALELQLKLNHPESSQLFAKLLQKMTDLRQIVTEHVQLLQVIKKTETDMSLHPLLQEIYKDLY
TNAP inh hiacc: blocks human TNAP under high phosphate acceptor concentration; P05186; purified TNAP, CDP-star luminescence, 1 M DEA; inhibition, % at 20 µM; actives 0.03% (n = 200,000); AID 1135;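 active = over 50% inhibition of tissue-nonspecific alkaline phosphatase at 20 µM in the single-dose screen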;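 also: plate controls were DMSO wells for no effect and EDTA-quenched wells as full inhibition for full effect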
Target sequence (P05186 whole entry, looked up): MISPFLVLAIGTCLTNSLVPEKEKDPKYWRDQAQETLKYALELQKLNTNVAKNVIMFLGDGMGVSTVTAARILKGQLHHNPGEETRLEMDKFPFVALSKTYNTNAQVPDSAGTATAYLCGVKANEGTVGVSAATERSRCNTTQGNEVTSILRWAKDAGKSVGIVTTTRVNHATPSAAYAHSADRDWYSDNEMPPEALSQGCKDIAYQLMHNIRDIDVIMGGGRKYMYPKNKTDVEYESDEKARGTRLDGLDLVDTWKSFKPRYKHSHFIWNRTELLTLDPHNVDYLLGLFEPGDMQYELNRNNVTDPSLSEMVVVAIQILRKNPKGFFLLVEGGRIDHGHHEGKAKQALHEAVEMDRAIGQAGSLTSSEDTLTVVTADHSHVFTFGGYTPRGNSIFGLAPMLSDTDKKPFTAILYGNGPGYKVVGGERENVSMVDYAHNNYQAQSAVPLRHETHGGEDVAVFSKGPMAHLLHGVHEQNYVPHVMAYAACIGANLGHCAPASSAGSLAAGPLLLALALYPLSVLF
bIAP activator: intestinal alkaline phosphatase (bovine) activation; purified bovine IAP, CDP-star luminescence, 30 min; hits give high values; fold of DMSO-control signal, blank-subtracted; activation factor at 20 µM; actives 0.17% (n = 200,000); AID 1016;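 active = activation factor of 2 or more at 20 µM, a signal rise over negative controls twice the positive control's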
SRC2 TRFRET art: counter-screen for PPARgamma SRC-2 recruitment agonists: TR-FRET artefact. hits give high values. TR-FRET ratio at 8 µM. actives 0.4% (n = 200,000). AID 1049; in the data active = TR-FRET ratio above about 2000; also: inactives centre near 1500
PPARg SRC-3 ag: promotes SRC-3 coactivator recruitment by human PPARgamma; biochemical PPARgamma/SRC-3 coactivator recruitment assay; activation, % at 8 µM; actives 0.26% (n = 200,000); AID 731; in the data active = activation above about 23%;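 also: 0% = DMSO and 100% = reference agonist; some compounds past the cut are filed as inactive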
TNAP inh noacc: inhibitors of human TNAP without phosphate acceptor | purified TNAP, CDP-star luminescence, 30 min | inhibition, % at 20 µM | actives 0.26% (n = 200,000) | AID 1012;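 active = tissue-nonspecific alkaline phosphatase inhibition above about 50% at 20 µM in the single-dose screen, limit read from the data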;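 also: 0% = DMSO negative control and 100% = EDTA positive control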
bIAP inh: intestinal alkaline phosphatase (bovine) inhibition | purified bovine IAP, CDP-star luminescence, 30 min | inhibition, % at 20 µM | 190,000 tested, under 10 active | AID 1019;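 active = over 50% inhibition of intestinal alkaline phosphatase at 20 µM in the single-dose screen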
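Assay system: bovine IAP enzyme; medium: DEA buffer 100 mM, pH 9.8, with MgCl2 1.0 mM, ZnCl2 0.02 mM; doses: 20 µM single dose; incubation: enzyme reaction for 30 min at room temperature; detection: CDP-star luminescence signal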
HMGR II inh: E. faecalis class II HMG-CoA reductase inhibition. purified E. faecalis HMGR, NADPH absorbance 340 nm kinetic. inhibition, % at 10 µM. actives 0.41% (n = 190,000);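 active = inhibition above a set limit, the median over all tested compounds plus 3 SD, cut at about 9.5% in these data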;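 also: enzyme runs in reverse so mevalonate oxidation gives rising NADPH absorbance; 0% = complete reaction with DMSO and 100% = background rate lacking mevalonate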
TNAP act hiacc: TNAP (human) activation, high acceptor; P05186; purified TNAP, CDP-star luminescence, 1 M DEA, 30 min; hits give high values; 0 = EDTA background, 1 = DMSO-only activity; activation factor at 20 µM; 200,000 tested, under 10 active; AID 1136;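 active = activation factor at least 2 at 20 µM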
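system = human TNAP | amount = enzyme diluted 1/800 final | reagent = 100 µM CDP-star substrate | signal = luminescent substrate turnover signal | dosing = one dose, 20 µM | benchmarks = EDTA negative control, DMSO positive control | measure = activation factor | timing = 30 min reaction, room temperature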
PPARg SRC1 recr: agonists of human PPARgamma SRC-1 coactivator recruitment; AID 631; P37231; PPARgamma-SRC-1 coactivator recruitment biochemical assay; actives 0.41% (n = 200,000); activation, % at 8 µM; in the data active = activation above about 19%;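 also: 0% = DMSO and 100% = reference agonist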
* = called active by the depositor.

SMILES	PPARg SRC-2 ag	TNAP inh hiacc	bIAP activator	SRC2 TRFRET art	PPARg SRC-3 ag	TNAP inh noacc	bIAP inh	HMGR II inh	TNAP act hiacc	PPARg SRC1 recr
CC(C)(C)C(=O)OCc1cn(-c2ccccc2)nn1	10	-6	1	1627	6	-4	3	-3	1.1	-2
O=C(Cn1c(=O)n2ncnc2c2c3c(sc21)CCCC3)c1ccccc1	2	-3	1	1570	-1	-2	4	-3	1	1
Cc1ccc(-c2ccnc(=S)[nH]2)cc1	-10	7	0.8	1393	-7	3	18	0	0.9	1
Cc1cc(C(=O)N/N=C/c2ccc[nH]2)no1	19	4	1	1711	5	-5	0	0	1	3
CN(C)CCCC1(O)c2ccccc2CCc2ccccc21	1	-7	1	1528	0	-8	-5	-1	1.1	-1
Cc1ccc(-c2cc(C(F)F)n3ncc(C(=O)N4CCc5ccccc5C4)c3n2)cc1	7	0	1	1707	4	4	-1	-4	1	0
C/C(=N\NC(=O)c1c(C)nc2ccccn12)c1ccc(N2CCOCC2)cc1	1	-3	1.2	1656	-1	-39	-18	0	1	-3
COC(=O)CSc1cc([N+](=O)[O-])cc2c1c(C1OCCO1)nn2-c1ccccc1	10	-1	1	1723	3	-6	2	2	1	2
CCc1nnc(NC(=O)CN2CCN(C(=O)c3ccccc3)CC2)s1	7	-4	1	1614	0	-4	4	-1	1	-4
O=[N+]([O-])c1ccc(-c2nc(=S)c3c(o2)CCCC3)cc1	-5	1	1.2	1629	-6	1	-16	3	1	-1
Cc1ccc(C(=O)NC(=S)Nc2cccc(NC(=O)c3ccccc3)c2)cc1[N+](=O)[O-]	-2	0	0.7	1633	3	-14	26	-9	1	6
O=C(NCc1ccccn1)c1ccc(Br)s1	2	-4	0.9	1288	-3	-14	7	-4	1	-2
CCOC(=O)c1cnc(SC2CC(=O)N(c3ccc(OC)c(OC)c3)C2=O)nc1N (centres undefined)	5	-4	0.9	1493	11	-7	10	-1	1	6
COCCn1c(SCc2cc(=O)n3cc(C)ccc3n2)nc2ccccc2c1=O	-4	1	1.1	1533	2	-4	-5	-3	1	5
CSc1nc(-c2ccc(Cl)cc2)nn1S(=O)(=O)c1ccccc1	8	-3	0.9	1633	-9	11	9	4	1	2
CC1SC(C)C(=O)N(CC(=O)NC2CCCCC2)C1=O (centres undefined)	-5	4	1.1	1512	0	-4	-9	5	1	4
CCOc1ccc(NC(=O)c2cc(F)c(F)cc2Cl)cc1OCC	7	-4	0.9	1825	-4	-6	12	-3	1	14
COc1c(C)cc(Br)cc1C(=O)O	3	-3	1	1815	4	-3	-3	-3	1	2
Cc1cc(C)n(CC(=O)n2c(C)c(C)c3ccccc32)n1	7	-4	0.9	1487	-4	-7	8	1	1	-5
O=C(Nc1ccccc1C(F)(F)F)NC1CCCCCCC1	0	-8	0.9	1358	3	7	8	-3	1.1	-7
Cc1nnc2c(NC(C)C)nc3ccccc3n12	1	-4	0.9	1587	-2	-9	10	-9	1	-1
CCOC(=O)N1CCC(NC(=O)CCN2C(=O)C3C4C=CC(C4)C3C2=O)CC1 (centres undefined)	6	-5	0.9	1579	1	-13	9	-2	1.1	5
O=C(Cn1nnc2ccccc2c1=O)NC1CCCc2ccccc21 (centres undefined)	-9	-2	0.9	1404	-7	-4	7	2	1	2
COc1ccc(/C=C/c2nc3ccccc3n2Cc2ccccc2OC)cc1	0	-5	1	1521	5	-1	-3	-4	1.1	3
Cc1ccccc1CN1CCN(CC(=O)NCc2ccccn2)C1=O	8	-3	0.9	1537	10	-8	6	-7	1	6
CC(C)CCn1nnnc1C(c1ccc(F)cc1)N1CCC(C(N)=O)CC1 (centres undefined)	8	-8	1.1	1532	-2	-9	-9	-8	1.1	12
Cc1ccccc1Cn1nc(C)c(NC(=O)c2cc(-c3ccco3)on2)c1C	-5	1	1	1423	3	-4	0	-5	1	-7
Cc1nc2cc(Cl)c(Cl)cc2nc1C	2	-1	1	1622	-2	-18	1	-3	1	-1
CCC(=O)N1CCc2cc(S(=O)(=O)NCCC(=O)NC3CCCc4ccccc43)ccc21 (centres undefined)	11	-4	1.1	1632	14	-6	-9	-2	1	5
Nc1nc2n(n1)C(c1cccc(Cl)c1)CC(c1ccc(F)cc1)N2 (centres undefined)	4	-5	0.9	1822	8	-10	10	-6	1.1	1
Cc1ccc(Cl)cc1NC(=S)N(CCCN1CCOCC1)Cc1ccco1	2	-1	1.1	1768	-7	-9	-9	-7	1	-5
COc1ccc(C(=O)CSc2nnc(COc3ccc(C#N)cc3)n2-c2ccccc2)cc1	15	-2	0.9	1694	0	-8	8	2	1	3
O=C(Nc1nc2ccccc2[nH]1)C1CCN(S(=O)(=O)c2cccs2)CC1	2	-2	1	1400	-6	-3	-1	-3	1	-3
C=C(C)c1cccc(C(C)(C)NC(=O)NCc2ccc(OC)c(OC)c2)c1	0	-1	1.2	1449	-5	-24	-24	-8	1	-3
CC(C)c1ccccc1OCCNC(=O)c1cncc(Br)c1	-3	-1	1.1	1539	3	-9	-6	-3	1	2
Cn1nc(C(=O)OCc2ccc(Br)cc2F)c2ccccc2c1=O	3	-1	1.1	1573	5	4	-9	-8	1	7
COc1ccc(NC(=O)CN(C)C(C)C(=O)N2CCCCC2)cc1 (centres undefined)	4	-3	0.7	1529	0	-12	29	1	1	-4
O=C(O)CCC(=O)N1N=C(c2cccs2)CC1c1cn(-c2ccccc2)nc1-c1ccccc1 (centres undefined)	3	-3	1	1354	2	-2	2	-2	1	0
COc1ccc(OCCNC(=O)/C=C/c2ccccc2)cc1	0	-1	0.9	1399	-3	-6	11	5	1	-5
O=C(NC1CCCCC1)c1sc(N2CCOCC2)nc1-c1ccccc1	-2	-3	1	1622	6	-4	-1	3	1	2

Given as labelled records: entries from further up.
Cc1ccccc1Cn1nc(C)c(NC(=O)c2cc(-c3ccco3)on2)c1C
  PPARg SRC-2 ag: -5
  TNAP inh hiacc: 1
  bIAP activator: 1
  SRC2 TRFRET art: 1423
  PPARg SRC-3 ag: 3
  TNAP inh noacc: -4
  bIAP inh: 0
  HMGR II inh: -5
  TNAP act hiacc: 1
  PPARg SRC1 recr: -7

Cc1nc2cc(Cl)c(Cl)cc2nc1C
  PPARg SRC-2 ag: 2
  TNAP inh hiacc: -1
  bIAP activator: 1
  SRC2 TRFRET art: 1622
  PPARg SRC-3 ag: -2
  TNAP inh noacc: -18
  bIAP inh: 1
  HMGR II inh: -3
  TNAP act hiacc: 1
  PPARg SRC1 recr: -1

The list continues.
SMILES	PPARg SRC-2 ag	TNAP inh hiacc	bIAP activator	SRC2 TRFRET art	PPARg SRC-3 ag	TNAP inh noacc	bIAP inh	HMGR II inh	TNAP act hiacc	PPARg SRC1 recr
Cc1cccc2cc(COC(=O)c3ccco3)c(=O)[nH]c12	-7	1	1	1531	-5	-6	0	2	1	0
Cc1c(CCO)c(=O)n(C)n1C(=O)c1ccc(F)cc1	8	-3	1	1753	0	-7	-1	-7	1	5
COCCCNC(=O)CCn1c(=O)c2ccccc2n(Cc2cccc([N+](=O)[O-])c2)c1=O	9	-3	0.9	1666	3	-8	6	1	1	10
NS(=O)(=O)c1ccc(CNC(=O)CCSCCC(=O)NCc2ccc(S(N)(=O)=O)cc2)cc1	-3	-4	1	1484	8	17	5	-6	1	4
CC1CC(C)CN(C(=O)/C(=C\c2ccccc2)c2ccccc2)C1 (centres undefined)	-6	2	1	1580	0	-10	4	-3	1	-1
CC(C)CN1CCN(Cc2nc3ccccc3s2)CC1CCO (centres undefined)	1	-4	1.1	1275	-3	-12	-10	-2	1	5
O=C(OCc1cncs1)c1ccccc1	-5	-2	1	1592	0	0	-4	1	1	-6
Cc1ccc(CC(=O)N2CC(C)OC(C)C2)cc1 (centres undefined)	9	-2	1	1694	3	-6	-1	-4	1	7
CN(C)S(=O)(=O)c1ccc(NC(=S)NC(=O)c2ccc(Br)o2)cc1	6	-1	1	1348	5	24	1	-4	1	4
Cc1nc(SCC(=O)Nc2c(C)n(C)n(-c3ccccc3)c2=O)[nH]c(=O)c1Cc1ccccc1	10	-6	1.1	1605	1	4	-12	5	1.1	1
CCC(=O)Nc1cccc(-c2nc3ccccc3c(=O)o2)c1	-13	-3	1	1739	18	-10	0	-5	1	19*
c1ccc(CCc2nn3c(Cn4nnc5ccccc54)nnc3s2)cc1	12	-8	1.1	1614	0	-8	-8	-1	1.1	-4
COc1cc(/C=C(/NC(=O)c2ccc(Cl)cc2Cl)C(=O)O)cc(OC)c1OC	11	-3	1	1708	0	-20	0	-4	1	2
CNC(=S)N/N=C/c1cn(Cc2ccc(C)cc2)c2ccccc12	4	3	0.9	1740	4	-48	7	-7	1	6
Cc1nnc(N2C(=O)c3oc4ccccc4c(=O)c3C2c2ccco2)s1 (centres undefined)	5	1	0.9	1504	9	-7	10	-5	1	2
CS(=O)(=O)N(CC(=O)N1CCCCCC1)c1ccccc1	18	-3	0.9	1681	1	-10	8	2	1	5
Cc1nnsc1S(=O)(=O)Cc1ccccc1C(F)(F)F	-2	-6	0.9	1399	0	-11	7	-5	1.1	0
CCNc1nc(NC(C)C)nc(OCC)n1	3	-3	0.9	1696	6	-10	8	-1	1	-1
CCOC(=O)c1ccc(NC(=S)N2CCSC2c2ccc(Br)cc2)cc1 (centres undefined)	2	1	0.9	1587	4	9	8	1	1	3
Nc1nonc1C(=O)NCCNCc1ccccc1	-2	-4	0.9	1632	3	-4	11	-6	1	2

2 compounds drawn at random from those above:
SMILES	PPARg SRC-2 ag	TNAP inh hiacc	bIAP activator	SRC2 TRFRET art	PPARg SRC-3 ag	TNAP inh noacc	bIAP inh	HMGR II inh	TNAP act hiacc	PPARg SRC1 recr
Cc1c(CCO)c(=O)n(C)n1C(=O)c1ccc(F)cc1	8	-3	1	1753	0	-7	-1	-7	1	5
CCC(=O)Nc1cccc(-c2nc3ccccc3c(=O)o2)c1	-13	-3	1	1739	18	-10	0	-5	1	19*

Next section:
SMILES	PPARg SRC-2 ag	TNAP inh hiacc	bIAP activator	SRC2 TRFRET art	PPARg SRC-3 ag	TNAP inh noacc	bIAP inh	HMGR II inh	TNAP act hiacc	PPARg SRC1 recr
CC(=O)N/N=C/c1c(C)[nH]n(-c2ccccc2)c1=O	11	1	1.1	1719	0	-1	-14	-1	1	6
CCn1c(SCC(=O)N/N=C/c2ccc(OC)c(OC)c2)nc2ccccc21	5	-2	0.9	1659	9	-10	8	0	1	2
Cc1ccc(OCC(=O)NNC(=O)CCc2ccccc2)cc1	7	1	1	1570	7	-8	-3	-4	1	4
Cc1cccc(S(=O)(=O)NC(Cc2c[nH]c3ccccc23)C(=O)O)c1 (centres undefined)	5	-3	1.2	1424	-1	-19	-19	-1	1	-2
Cn1c(SCC(=O)NCc2ccco2)nnc1-c1ccc(S(=O)(=O)N2CCOCC2)cc1	0	-9	1	1432	1	-16	3	-11	1.1	2
CCOP(=O)(OCC)C(Nc1cccc(C(F)(F)F)c1)c1ccc(F)cc1 (centres undefined)	0	-5	0.9	1690	-2	-6	10	-2	1.1	0
COc1ccc(CN2CCN(CC=C(C)C)C(CCO)C2)cc1Cn1cccn1 (centres undefined)	-1	-3	1.1	1452	-5	-6	-11	-9	1	8
O=C(NCc1cccnc1)C(=O)Nc1ccc2c(c1)OCO2	4	1	1	1387	-1	-3	-2	-1	1	-1
CNC(=O)C1CCC(=O)N1Cc1ccc(C)cc1 (centres undefined)	6	-7	1	1711	0	-18	3	1	1.1	-3
COCCNC(=O)C1CCN(S(=O)(=O)N2CCC3(CC2)OCCO3)CC1	-2	-1	1	1433	-3	-5	-2	3	1	4

Screening results deposited in PubChem by several laboratories.
